Assay outcomes (PubChem BioAssay)
proCasp3 act: activates human procaspase-3; P42574; recombinant procaspase-3 D3A, Ac-DEVD-pNA absorbance 405 nm; activation, % at 8.5 µM; actives 0.11% (n = 330,000); AID 463141;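 active means activation above the mean of all tested compounds plus 3 SD, cut at about 21% in these data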;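 further: 0% = DMSO alone and 100% = DMSO wells spiked with extra 5 µM PC-3 D3A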
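Assay system – Procaspase-3 D3A mutant · Benchmarks – DMSO low control, extra-enzyme high control · Technique – 405 nm absorbance of p-nitroaniline, reads at 0 and 120 min · Doses – 8.5 µM nominal · Measure – % activation between DMSO and enzyme-spiked controls · Also added – Ac-DEVD-pNA chromogenic peptide substrate · Schedule – 1 h compound preincubation, 2 h substrate hydrolysis at 25 °C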
Efflux pump inh: blocks antifungal efflux pumps in multiplex yeast assay. S. cerevisiae Candida pump triplex, Nile Red efflux. inhibition, % at 10 µM. actives 0.44% (n = 330,000). AID 485275;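 active means plate passing quality check with inhibition over a set limit, or well fluorescence over plate mean plus 4 SD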;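 further: Nile Red retained in pooled yeast measured as flow cytometry median fluorescence; 0% = buffer negative control and 100% = Enniatin B positive control; higher means more Nile Red kept so more efflux inhibition; some compounds called inactive have numbers as strong as hits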
proCasp7 act: counter-screen for procaspase-3 activators: activators of human procaspase-7; P55210; recombinant procaspase-7, Ac-DEVD-pNA absorbance 405 nm; D23A/D198A/D206A triple mutant, cannot self-cleave; scale: DMSO 0, 5 µM enzyme 100; activation, % at 8.5 µM; actives 0.093% (n = 330,000); AID 463210;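 active means percent activation above the screen-wide mean plus 3 SD, cut at about 25% in these data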
Target sequence (P55210 whole entry D23A/D198A/D206A): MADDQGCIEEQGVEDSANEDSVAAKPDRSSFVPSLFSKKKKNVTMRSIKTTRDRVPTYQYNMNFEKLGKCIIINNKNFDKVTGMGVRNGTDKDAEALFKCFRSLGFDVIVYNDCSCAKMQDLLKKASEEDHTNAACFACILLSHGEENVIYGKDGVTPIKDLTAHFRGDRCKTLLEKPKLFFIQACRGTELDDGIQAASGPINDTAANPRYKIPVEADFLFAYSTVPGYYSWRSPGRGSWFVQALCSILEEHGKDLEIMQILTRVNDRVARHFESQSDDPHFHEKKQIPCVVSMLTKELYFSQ
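Detection: p-Nitroaniline absorbance at 405 nm, read at 0 and 120 min; system: Uncleavable procaspase-7 mutant enzyme; evaluation: % activation from two-timepoint absorbance difference, scaled to controls; times: 1 h enzyme–compound preincubation and 2 h substrate reaction, both 25 °C; buffer or medium: Zinc-free HEPES pH 7.4 with 300 mM NaCl, 0.01% Triton X-100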
Fh CTSL1 inh: counter-screen for PFM18AAP inhibitors: inhibitors of F. hepatica cathepsin L1; inhibition, % at 5.96 µM; actives 0.49% (n = 300,000); recombinant F. hepatica cathepsin L1, Z-Leu-Arg-MCA fluorescence;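 active means inhibition above the mean of all tested compounds plus 3 SD, set per screening campaign, cut at about 17% in these data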;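 further: 0% = plate median of test compound wells and 100% = 1 µM Z-Phe-Ala-diazomethylketone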
PP5 inh: PP5 (human) phosphatase inhibition | purified PP5c, OMFP substrate fluorescence | actives 0.18% (n = 320,000) | inhibition, % at 6.7 µM;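 active means inhibition above the campaign's mean inhibition across all tested compounds plus 3 SD, cut at about 9.5% in these data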;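 further: 0% = DMSO only and 100% = 100 µM cantharidin control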
TPT1 inhibitor: inhibitors of Candida albicans tRNA 2'-phosphotransferase TPT1 | recombinant caTPT1, FP RNA substrate dephosphorylation | inhibition, % at 5 µM | actives 0.81% (n = 300,000) | AID 1962;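 active means inhibition above the mean of all tested compounds plus 3 SD, set per screening campaign, cut at about 24% in these data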;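 further: plate controls were DMSO alone for no effect and ferristatin control at 100 nM for full effect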
PP1 counter: PP1-alpha (human) inhibition in PP5 counter-screen. P62136. purified PP1alpha, OMFP fluorescence. inhibition, % at 6.7 µM. actives 0.9% (n = 320,000). AID 2235;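 active means inhibition above the mean inhibition of all tested compounds plus 3 SD, computed separately for each screening campaign, cut at about 15% in these data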
Target sequence (P62136 whole entry, looked up): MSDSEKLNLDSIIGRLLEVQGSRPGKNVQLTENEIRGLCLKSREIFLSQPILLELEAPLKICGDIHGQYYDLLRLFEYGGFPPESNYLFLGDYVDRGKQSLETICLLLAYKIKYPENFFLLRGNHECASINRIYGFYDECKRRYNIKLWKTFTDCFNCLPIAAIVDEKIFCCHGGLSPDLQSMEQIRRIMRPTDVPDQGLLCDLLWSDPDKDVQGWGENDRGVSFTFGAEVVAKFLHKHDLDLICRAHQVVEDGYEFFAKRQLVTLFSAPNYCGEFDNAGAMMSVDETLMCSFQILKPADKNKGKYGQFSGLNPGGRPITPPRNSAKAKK
JMJD2C inh: human JMJD2C demethylase inhibition; GST-JMJD2C(1-420) H3K9me3 demethylation, DELFIA europium; inhibition, % at 2.35 µM; actives 0.069% (n = 330,000);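 active means more than half of a compound's replicate wells show inhibition beyond 50%, single wells judged on their own value; inconclusive means some, but no more than half, of replicates pass 50% inhibition; inactive means no replicate passes 50% inhibition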;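 further: signal counts dimethyl H3K9 product captured on neutravidin plate; 0% = median of DMSO wells and 100% = 0.3 times that DMSO median; strong numbers were not always called active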
Target sequence (Q9H3R0 1-420 limits assumed): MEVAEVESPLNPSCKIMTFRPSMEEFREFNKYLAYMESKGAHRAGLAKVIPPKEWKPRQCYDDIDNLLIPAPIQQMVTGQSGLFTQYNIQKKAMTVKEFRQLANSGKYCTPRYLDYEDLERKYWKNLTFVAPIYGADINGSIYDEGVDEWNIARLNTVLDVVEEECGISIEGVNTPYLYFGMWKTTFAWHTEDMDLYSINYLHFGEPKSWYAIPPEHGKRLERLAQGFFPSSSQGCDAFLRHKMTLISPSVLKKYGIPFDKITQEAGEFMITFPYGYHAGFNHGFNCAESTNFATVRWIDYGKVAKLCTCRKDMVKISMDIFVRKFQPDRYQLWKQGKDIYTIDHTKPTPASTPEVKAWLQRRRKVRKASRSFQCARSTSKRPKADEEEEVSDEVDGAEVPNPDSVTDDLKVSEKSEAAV
core dimer inh: blocks dimerization of HCV core protein. TR-FRET GST/Flag-core106 dimerization, 1536-well. inhibition, % at 5 µM. actives 0.33% (n = 300,000). AID 1899;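 active means inhibition above the mean of all tested compounds plus 3 SD, set per screening campaign, cut at about 45% in these data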
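System – GST-tagged and Flag-tagged HCV core protein residues 1-106 · Repeats – one well for each compound · Technique – TR-FRET 671 and 617 nm emission · Doses – one concentration, 5 µM, in 0.5% DMSO · Times – 4 h, 22.5 °C incubation · Also added – Eu donor and XL665 acceptor anti-tag antibodies · Measure – percent inhibition of core106 dimerization signal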
An asterisk follows results filed as active; u = inconclusive; x = not tested or not shown.

SMILES	proCasp3 act	Efflux pump inh	proCasp7 act	Fh CTSL1 inh	PP5 inh	TPT1 inhibitor	PP1 counter	JMJD2C inh	core dimer inh
O=C(OCCOCCN=C1NS(=O)(=O)c2ccccc21)c1ccncc1	-4	-0.1	7	-2	1.8	3	-1	23	0
Cc1ncc(CO)c(/C=N/NC(=O)c2ccccc2Br)c1O	2	0.4	-2	1	3.1	-1	-7	4	-13
O=C(Nc1cccc(Cl)c1)Nn1cnnc1	1	0.9	-10	0	-2.3	2	-2	-5	-2
NNC(=O)c1cc2cc3ccccc3nc2s1	-3	0.0	-7	3	-1.2	2	-4	-1	0
O=C(c1cccc(F)c1)N1CCN(C2CCCCC2)CC1	-6	0.1	-4	1	4.7	2	-2	-9	5
O=C(Nc1ccccc1C(=O)O)c1cccc(NS(=O)(=O)c2ccc(Br)cc2)c1	-2	0.3	-3	0	0.2	-3	8	6	12
Cc1cc(C(=O)OCC(=O)NCCN2C(=O)CSC2=O)ccc1[N+](=O)[O-]	10	0.1	-8	x	x	x	x	7	x
COc1ccc(CN2CCN(C(=O)c3ccc4nc(N5CCOCC5)sc4c3)CC2)c(OC)c1OC	-5	0.0	-2	4	-0.7	-4	1	16	-2
COc1cc(C2C(C#N)=C(N)Oc3c2oc(CO)cc3=O)ccc1OC(C)C (stereo unspecified)	9	0.0	-14	-2	-1.0	-2	-7	8	1
O=C(NCc1ccco1)/C(=C\c1cccs1)NC(=O)c1ccco1	-1	-0.2	-7	-1	2.5	0	-2	-3	-8
COC(=O)CN(C(=S)Nc1ccc(F)cc1)C1CC(=O)N(c2ccccc2)C1=O (stereo unspecified)	5	0.1	-4	3	2.3	0	1	-1	-2
CSCC[C@H](NC(=O)c1ccc(Cl)c([N+](=O)[O-])c1)c1nc2ccccc2[nH]1	2	-0.1	3	-1	4.8	-1	2	3	-10
COc1ccc(NC(=O)Nc2ccc(F)c(F)c2)c(OC)c1	-2	0.1	-18	3	4.3	-2	-5	-9	-10
NC(=O)N/N=C1\CCS(=O)(=O)c2ccc(F)cc21	5	0.5	-7	2	-0.7	-1	-1	-12	8
Cc1cc(NS(=O)(=O)c2ccc(NC(=S)NC(=O)/C=C/c3ccccc3)cc2)no1	3	-0.1	6	1	-1.4	-2	2	-2	5
CC(CC(=O)N1CCN(S(=O)(=O)c2ccccc2)CC1)n1cncn1 (stereo unspecified)	0	0.1	2	0	0.4	-2	-2	0	-8
CCCCn1c2ccc(F)cc2c2nnc(NN)nc21	5	0.0	-2	4	0.5	-5	3	9	12
CCN(C(=O)c1ccc(Cl)c([N+](=O)[O-])c1)c1ccccc1	10	-0.1	7	0	0.1	-1	-3	3	-5
O=C(Nc1ccccc1N1CCOCC1)c1ccc(Cl)nc1	11	-0.4	2	-3	-3.4	-1	-2	22	-4
Cc1ccccc1C(=O)NC(CC(C)C)C(=O)N1CCN(c2ccccc2)CC1 (stereo unspecified)	13	-0.2	1	2	0.6	-1	-1	-6	5
Cc1cccc(C)c1NC(=O)CNC(=O)CCCc1c[nH]c2ccccc12	-3	-0.1	-2	2	-1.0	1	-1	-1	2
Cc1ncsc1C(=O)O	-3	0.0	-4	0	-1.6	4	-4	79	-2
CC1CCC(C(C)C)C(OCC(O)CNC(C)C)C1 (stereo unspecified)	-2	0.1	2	0	-1.8	-4	2	5	-4
COc1ccc(C2=Nc3cc(C)ccc3OC2)cc1	-3	0.1	9	-2	0.7	1	-1	21	3
CCCCN(C(=O)c1ccc2c(c1)OCO2)c1c(N)n(CCCC)c(=O)[nH]c1=O	7	0.0	7	-1	-2.0	0	-1	u	-4
SMILES	proCasp3 act	Efflux pump inh	proCasp7 act	Fh CTSL1 inh	PP5 inh	TPT1 inhibitor	PP1 counter	JMJD2C inh	core dimer inh
CC(c1ccccc1)N1CCn2c(nc3cc(NC(=O)c4cccs4)ccc32)C1 (stereo unspecified)	-1	0.1	1	3	1.4	20	8	-8	13
O=C(CN1C2=NCCCN2c2ccccc21)c1ccc2c(c1)OCO2	12	0.1	-1	-1	1.9	1	-5	0	-3
CN(C1CCS(=O)(=O)C1)S(=O)(=O)c1ccc(C2CCCCC2)cc1 (stereo unspecified)	-1	-0.1	-3	-4	3.0	1	-2	-3	1
CN1CCN(C(=O)/C(=C\c2ccc3c(c2)OCO3)NC(=O)c2cccs2)CC1	7	0.0	11	2	0.0	-1	-2	7	-1
C/C(N=Nc1nc2ccccc2s1)=N\Nc1ccccc1O	-6	-0.1	-9	2	-3.3	-2	-2	4	2
Cc1cc(NC(=O)CCC(=O)N(CC(=O)NC2CCCC2)c2ccc(F)cc2)no1	6	0.0	-5	-1	-1.5	-2	-2	7	0
Cc1ccc(CN2C(=O)N/C(=C\c3ccc(-c4ccc(C(=O)O)cc4C)o3)C2=O)cc1	-2	0.0	3	7	1.7	2	10	-7	13
CCCCc1c(C)nn(-c2nnc3c4ccccc4n(CC)c3n2)c1C	0	0.1	10	6	1.3	0	13	-31	20
CCc1ccc(/C=N/NC(=O)c2c[nH]c3ccccc23)s1	-2	0.3	-1	5	1.2	1	-3	4	3
COc1ccc(NC(=O)c2cc3ccccc3o2)cn1	3	0.0	4	6	-2.3	-3	-1	12	17
Cc1ccc(-c2nnc(-c3cccc(NC(=O)c4cccs4)c3)o2)cc1	8	0.0	6	1	3.5	-2	1	-7	9
CS(=O)(=O)N(CC(=O)O)c1cccc(Cl)c1	4	0.1	3	-1	4.5	0	0	0	-2
COc1ccc(CN(Cc2cc3ccc(C)cc3[nH]c2=O)Cc2nnnn2C2CCCC2)cc1	11	0.1	8	0	2.5	-3	5	-8	5
COc1cc(C(=O)OCc2ccc([N+](=O)[O-])cc2)cc(OC)c1OC	9	0.0	3	-3	3.4	-5	0	16	5
CC(C)CCOc1ccc(NC(=O)C2OC3OC(C)(C)OC3C3OC(C)(C)OC23)cc1 (stereo unspecified)	-8	0.1	-1	0	1.6	4	1	-6	-2
O=C(Cn1ccc([N+](=O)[O-])n1)NCc1nc2ccccc2[nH]1	-5	0.2	3	-9	-1.1	-1	0	6	-2
CCOC(=O)C(C(=O)NCC1CCCO1)C1CCCCC1 (stereo unspecified)	5	0.0	2	17*	4.3	-1	-5	4	-2
O=C(Nc1ccc(O)c2c(=O)cc(-c3ccccc3Cl)oc12)c1ccccc1Cl	-4	x	7	-2	1.5	-2	2	3	-10
C[C@H](C(=O)C=[N+]=[N-])N1C(=O)c2ccccc2C1=O	-6	-0.1	17	9	0.7	-3	0	99	-7
CN(CC(=O)Nc1ccc(F)cc1)C(=O)c1cc(-c2ccco2)nc2ccccc12	-8	0.0	-16	4	0.4	2	4	8	50*
Cc1c(CCC(=O)N[C@@H](CCCNC(N)=O)C(=O)O)c(=O)oc2cc3oc4c(c3cc12)CCCC4	1	-0.1	5	6	0.7	0	1	-5	0
Cc1nnsc1-c1nnc(SCC(=O)c2ccccc2)n1C1CC1	7	0.5	4	-1	1.2	1	-1	-11	0
C/C(=N\NC(=O)C1(C)CC1(Br)Br)c1ccc(NC(=O)c2ccc(C)o2)cc1 (stereo unspecified)	3	0.1	7	0	0.6	1	4	0	6
CC1=CC(C)(C)N2C(=O)C(=O)c3cc(OC(=O)c4ccco4)cc1c32	-7	-0.2	-3	-27	2.3	-5	6	-15	4
Cc1cccc(OCCCn2c(=O)oc3ccc(C)cc32)c1	8	0.0	-4	3	0.4	0	2	33	4
SMILES	proCasp3 act	Efflux pump inh	proCasp7 act	Fh CTSL1 inh	PP5 inh	TPT1 inhibitor	PP1 counter	JMJD2C inh	core dimer inh
O=C(CSc1nnc(CNC(=O)c2c(F)cccc2F)o1)c1ccccc1	-4	3.9	10	4	6.2	-1	-5	2	-1
COc1ccc(NC(=O)N2CCCC(C(=O)Nc3ccccc3OC)C2)cc1 (stereo unspecified)	7	-0.1	-3	2	1.9	-4	-1	-3	-3
Cc1ccc(S(=O)(=O)NCc2ccc(C(=O)N(C)CCC#N)cc2)cc1	-3	0.1	3	3	2.7	0	-3	7	0
O=C(NC(=S)N1CCN(C/C=C/c2ccccc2)CC1)c1c(F)cccc1F	-5	0.5	0	5	-0.2	-4	-2	0	8
CC(C)(C)n1c(=O)[nH]c2c(c1=O)CCC2	1	-0.3	6	-1	-0.1	2	-2	3	-8
O=CN1CCN(c2ncnc3c2nnn3Cc2c(F)cccc2Cl)CC1	3	0.1	12	0	-0.8	-4	10	4	0
COc1ccc(C(=O)NNC(=O)C2CCN(S(=O)(=O)c3ccc(C)cc3)CC2)cc1	13	0.2	6	-2	-1.1	-2	-2	-1	0
CCOC(=O)C1(CCCc2ccccc2)CCN(C(=O)CCC2=NNC(=O)CC2)CC1	4	0.0	7	3	0.7	-1	-5	3	5
CCOC(=O)c1cnc(Cc2ccccc2)[nH]c1=O	1	-0.1	-1	2	1.6	-4	-2	46	-13
Cc1ccccc1CC1(CO)CCCN(C(=O)c2cccc(Cl)c2)C1 (stereo unspecified)	0	0.3	-1	-3	4.5	-1	-7	-5	2
COCC(C)n1c(SCc2nc3ccccc3c(=O)[nH]2)nc2ccccc2c1=O (stereo unspecified)	-5	-0.1	7	3	5.2	2	0	-22	3
Nc1nc(Cl)nc2ccc(Br)cc12	15	0.0	-2	-1	0.8	7	2	-2	-7
CCc1c(C#N)c(SCCC(=O)Nc2ccc(OC)cc2)nc2c1C(=O)CC(C)(C)C2	-7	0.3	-1	-3	6.7	2	2	2	13
O=C(CCN1C(=O)/C(=C/c2cccs2)SC1=S)NC1=NCCS1	-4	-0.1	-16	7	1.8	7	-2	6	-3
Cc1ccc(C(C)C)c(OCc2nnc3n2CCCCC3)c1	-2	-0.1	6	2	1.8	2	1	-5	2
CN1C(=O)c2cccc(NC(=O)CCc3ccccc3)c2C1=O	7	-0.1	-1	0	-0.7	-3	-1	-2	-1
COc1cc(/C=C/c2nc3ccccc3s2)cc(OC)c1O	-7	0.8*	-14	6	1.2	16	0	0	-4
CC(C)(C)OC(=O)N/N=C\c1cccnc1	1	0.1	3	-3	2.7	-1	-4	-6	0
Cc1cc(C)c2[nH]c(=O)c(CN(CC3CCCO3)C(=O)C3CCCO3)cc2c1 (stereo unspecified)	7	-0.1	-3	-2	1.4	2	-6	-4	-5
COC(=O)c1cn(CCOc2ccccc2)c2ccccc12	5	0.1	-11	-1	4.2	2	-4	-3	-9

core dimer inh: entries above that show a hit
compound,proCasp3 act,Efflux pump inh,PP5 inh,TPT1 inhibitor,JMJD2C inh,core dimer inh
CN(CC(=O)Nc1ccc(F)cc1)C(=O)c1cc(-c2ccco2)nc2ccccc12,-8,0.0,0.4,2,8,50*
